Bioassay records deposited in PubChem by several laboratories.
PhoP inhibition – inhibitors of PhoP regulon expression, primary screen, Salmonella Typhimurium, GFP reporter (AID 1863); one-dose inhibition, % at 50 µM; IC50 in µM for titrated hits; S. Typhimurium PhoP-regulated promoter GFP reporter, 4 h; higher % means a stronger effect; 300,000 compounds, 0.16% hits;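 active = inhibition over 29.93%, a cutoff 3 SD above the screen mean, later confirmed by dose response; inconclusive = inhibition over 29.93% but no dose response follow-up; inactive = inhibition at most 29.93% or unconfirmed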;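 note: 0% = low Mg2+ inducing control and 100% = high Mg2+ repressing control; strong numbers were not always called active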
Myeloid diff 2 – induction of myeloid progenitor differentiation, primary screen, cell-based, flow cytometry, MLPCN library | 360,000 compounds, 1% hits | ER-HoxA9 myeloid progenitors, lysozyme-GFP differentiation | calls only at 10 µM;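 active = normalized GFP-positive differentiation at or above the plate's own cutoff, the solvent-only control mean plus 3 SD; inconclusive = no clear call, values can overlap the other calls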;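 note: cells exposed to compound for four days before flow analysis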
HIV peptide binding – inhibitors of HIV fusion peptide binding, primary screen, biochemical, uHTS, fluorescence dequenching (AID 1986); cell-free peptide binding, fluorescence dequenching, 30 min; higher % means a stronger effect; inhibition, % at 20 µM; hits with a dose series show IC50 in µM; 290,000 compounds, 0.3% hits; in the data active = inhibition mostly above about 52%, no sharp cut-off; inactive = mostly below about 76%; note: some results filed as inactive read as strong as hits
NTR1 ag – agonists of NTR1, primary screen, imaging, U2OS cells, beta-arrestin-GFP, high content (AID 493036); Neurotensin receptor type 1 (Homo sapiens), P30989; NTR1-U2OS beta-arrestin-GFP spot imaging, agonist mode; activation, % at 20 µM; 330,000 compounds, 0.17% hits;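 active = activation at or above 40% of the spot to cytoplasm intensity ratio, with at least 20 cells analyzed; inconclusive = wells under 20 cells, flagged as cytotoxic or low count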;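 note: 0% = DMSO without peptide and 100% = 100 nM NTR1 peptide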
Target sequence (P30989 whole entry, looked up): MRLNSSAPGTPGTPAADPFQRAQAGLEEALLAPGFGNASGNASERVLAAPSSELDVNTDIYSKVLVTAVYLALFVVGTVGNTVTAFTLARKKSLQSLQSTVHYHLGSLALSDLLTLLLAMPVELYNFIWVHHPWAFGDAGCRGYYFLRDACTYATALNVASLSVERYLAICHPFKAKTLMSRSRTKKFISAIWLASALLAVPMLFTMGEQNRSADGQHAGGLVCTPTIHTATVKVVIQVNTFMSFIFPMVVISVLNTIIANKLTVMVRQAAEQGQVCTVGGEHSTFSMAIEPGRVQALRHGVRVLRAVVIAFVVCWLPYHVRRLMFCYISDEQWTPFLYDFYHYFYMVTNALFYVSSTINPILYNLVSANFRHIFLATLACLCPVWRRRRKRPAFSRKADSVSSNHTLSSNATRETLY
GPR55 LPI antagonism – GPR55 antagonists blocking LPI-driven arrestin recruitment, primary screen, imaging, U2OS, beta-arrestin-GFP, LPI agonist (AID 2013) | 290,000 compounds, 0.13% hits | inhibition, % at 10 µM, or IC50 in µM where a hit was titrated | U2OS GPR55 beta-arrestin-GFP translocation imaging, LPI antagonism; higher % means a stronger effect;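 active = spots per cell inhibited over 60%, with over 100 cells counted and total cytoplasm intensity under 500,000; inconclusive = wells with under 100 cells, flagged as likely toxic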;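 note: U2OS cells stably carrying GPR55 and arrestin-GFP stimulated by 5 µM LPI near EC80; imaged beta-arrestin-GFP aggregate spots per cell after agonist stimulation; plate controls were LPI-stimulated DMSO wells for no effect and DMSO wells without LPI for full effect; some results filed as inactive read as strong as hits; confirmed hits need IC50 under 10 µM and bright autofluorescent wells are also inconclusive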
Siah-1 displacement – Siah-1 peptide-binding antagonists, primary screen, biochemical, fluorescence polarization, rhodamine-plectin, uHTS (AID 1817); E3 ubiquitin-protein ligase SIAH1 (Homo sapiens); Siah-1 / rhodamine-plectin peptide fluorescence polarization; higher % means a stronger effect; one-dose displacement, % at 20 µM; IC50 in µM for titrated hits; 290,000 compounds, 0.02% hits;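 active = displacement of at least 50% at 20 µM, with a fluorescence ratio check between 0.3 and a set limit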;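 note: plate controls were Siah plus tracer with DMSO for no effect and tracer alone without Siah for full effect; strong numbers were not always called active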
MgcRacGAP inhibition – MgcRacGAP GTPase-activating activity inhibitors, confirmation, biochemical, ADP Hunter fluorescence; Rac GTPase-activating protein 1 (Homo sapiens); MgcRacGAP-stimulated Rac1 GTP hydrolysis, ADP Hunter fluorescence; higher % means a stronger effect; GST-tagged Rac1 F28L mutant substrate; inhibition, % at 30 µM, or IC50 in µM where a hit was titrated; 340,000 compounds, 0.6% hits;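 active = first-screen hits whose inhibition reached a set limit at any dose in the follow-up dose series; inconclusive = inhibition above the set first-screen limit but never retested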;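 note: fluorescence reports GDP produced by GAP-driven GTP hydrolysis; strong numbers were not always called active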
LYP inhibition – inhibitors of LYP phosphatase, biochemical, fluorescence intensity, uHTS (AID 1779). Tyrosine-protein phosphatase non-receptor type 22 (Homo sapiens). recombinant LYP phosphatase, fluorescence intensity; higher % means a stronger effect. inhibition, % at 11.5 µM, or IC50 in µM where a hit was titrated. 290,000 compounds, 0.054% hits; in the data active = inhibition above about 50%;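 note: plate controls were vehicle with enzyme for no effect and no enzyme for full effect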
GPR35 antagonists – GPR35 antagonists blocking zaprinast-driven arrestin recruitment, primary screen, imaging, U2OS, beta-arrestin-GFP, zaprinast agonist (AID 2058); G-protein coupled receptor 35 (Homo sapiens); U2OS GPR35 beta-arrestin-GFP translocation imaging, zaprinast antagonism; higher % means a stronger effect; inhibition, % at 10 µM; hits with a dose series show IC50 in µM; 290,000 compounds, 0.052% hits;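 active = inhibition of at least 50% with at least 30 cells and total cytoplasm GFP at most 10,000,000; inconclusive = under 30 cells or total GFP of 10,000,000 plus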
NTR1 ag cell count 20 µM – second read-out of NTR1 ag, no call of its own (marks repeat the call); cell count; measured here: cell count, cytotoxicity flag
Myeloid diff 2 GFP+ MAC1+ % – second read-out of Myeloid diff 2, no call of its own (marks repeat the call); GFP+ MAC1+ double positive, %; measured here: differentiation confirmed by MAC1 staining
* = called active by the depositor; i = inactive; u = inconclusive; x = no result given. Hits appear at their usual frequency; 2.4% or so of the library scored in one or more.

SMILES,PhoP inhibition,Myeloid diff 2,Myeloid diff 2 GFP+ MAC1+ %,HIV peptide binding,NTR1 ag,NTR1 ag cell count 20 µM,GPR55 LPI antagonism,Siah-1 displacement,MgcRacGAP inhibition,LYP inhibition,GPR35 antagonists
Cc1[nH]c2ccc(F)cc2c1CCN(Cc1ccco1)C(=S)NC(C)(C)C,8%,i,1.0,0.6%,2.6,33,14%,0%,-4%,-3%,7%
Cc1ccc2c(c1)c(-c1ccccc1)nc1nnnn12,0%,i,0.7,-1.3%,3.5,66,4%,0%,6%,-6%,15%
Cc1ccc(NC(=S)N2CCc3[nH]c4ccccc4c3C2)cc1,-6%,i,0.6,-0.7%,4.3,46,4%,0%,11%,4%,5%
COc1ccccc1N1CCN(C(=O)c2c(-c3ccccc3)noc2C)CC1,6%,i,7.4,-1.2%,0.9,37,9%,9%,6%,2%,19%
CCOC(=O)/C(=C/Nc1ccc(F)cc1)[N+](=O)[O-],-1%,i,0.7,0.0%,-1.7,57,16%,1%,4%,-6%,-12%
O=C(NC(=S)Nc1ccccc1N1CCCC1)c1ccco1,-12%,i,1.0,34%,-0.7,39,12%,0%,x,0%,17%
CCOC(=O)/C=C1\SCC(=O)N1CC(=O)NC(C)c1ccc(F)cc1 (centres undefined),5%,i,1.5,5.4%,3.7,54,-5%,-1%,8%,-3%,1%
CCOC(=O)c1ccc(Nc2cnc3ccccc3n2)cc1,-5%,i,0.2,-1.5%,4.9,61,1%,-1%,5%,-12%,10%
O=c1[nH]c(/C=C/c2ccccc2Cl)nc2ccccc12,-4%,u,x,2.6%,-0.1,88,3%,10%,0%,-13%,-10%
O=C(Nc1nccs1)c1cc(-c2ccco2)nc2ccccc12,31%,i,0.7,53%,x,x,9%,42%,6%,15%,-14%
COc1ccc(N2C(=NC(=O)C3CCCCC3)SC3CS(=O)(=O)CC32)c(OC)c1 (centres undefined),1%,i,0.6,5.6%,0.0,51,-1%,-8%,-4%,-13%,8%
O=C(/C=C/c1ccco1)NCC1COc2ccccc2O1 (centres undefined),1%,i,0.5,13%,1.0,41,1%,-14%,15%,-3%,-13%
Cc1noc(C)c1COC(=O)CCN1c2ccccc2Sc2ccccc21,-2%,i,2.3,-0.6%,2.5,81,x,4%,3%,1%,1%
Cn1c(=O)cc(SCC(=O)NCc2ccc(F)cc2)c2ccccc21,-8%,i,0.1,1.3%,0.7,81,-9%,8%,6%,-2%,-20%
Cc1ccc(NC(=O)CCNS(=O)(=O)c2cc(Br)cnc2N)c(Cl)c1,6%,x,x,1.3%,0.9,70,8%,4%,x,-5%,8%
Cc1cccc(NS(=O)(=O)c2ccc(-n3cccn3)cc2)c1C,-10%,i,2.8,1.1%,1.5,47,-8%,8%,-19%,-7%,3%
COc1ccc(C(=O)N=C2CCC(C#N)=C3c4cc(OC)c(OC)cc4CCN23)cc1,4%,i,0.5,-2.2%,2.1,52,-1%,3%,13%,-4%,-4%
C/C(CC(=O)NCc1ccccc1Cl)=N/NC(=O)c1ccccn1,3%,i,0.5,0.2%,-2.2,59,5%,3%,7%,-8%,-1%
Cc1ccc(S(=O)(=O)N2CCC3(CC2)OCCN3S(=O)(=O)c2cccs2)cc1,4%,i,1.1,x,0.3,52,x,x,1%,x,x
COC(=O)C1CCN(C(=O)c2ccc(Cl)c(S(=O)(=O)NCc3cccnc3)c2)CC1,-8%,i,1.1,-2.1%,-1.7,66,7%,2%,3%,-6%,-5%
COCCNC(=O)CN(c1ccc(OC)c(OC)c1)S(=O)(=O)c1ccc(C)cc1,-2%,i,0.8,0.5%,-1.2,47,7%,2%,5%,-1%,-2%
CNC(=O)N(C1=NCCCCC1)c1ccc(Br)cc1,-4%,i,0.6,2.1%,-0.9,57,6%,6%,10%,-4%,-8%
Cc1ccc(C(=O)Nc2ccc(Br)cc2)cc1S(=O)(=O)Nc1ccccn1,8%,i,0.8,-1.0%,-0.2,47,8%,2%,4%,-4%,-4%
COc1cccc2c1C(=O)c1ccc3ccccc3c1C2=O,-3%,i,0.7,18%,5.5,38,-5%,23%,9%,-14%,-14%
O=C(CSc1nnc(-c2ccco2)o1)Nc1ccccc1Cl,13%,i,0.8,-0.9%,0.9,65,7%,0%,8%,-6%,9%
Clc1ccc(COc2ccccc2-c2ccnc3ncnn23)cc1,-2%,i,0.3,-2.8%,-0.8,58,1%,7%,-3%,-5%,-7%
NNC(=O)c1ccc2nc(-c3ccc(Br)cc3)cn2c1,0%,i,0.7,0.6%,-1.0,56,-16%,8%,15%,-2%,-13%
Cc1ccc(S(=O)(=O)N(C)c2ccc(OCC(=O)NCc3ccco3)cc2)cc1,9%,i,1.5,-2.3%,0.3,90,-2%,3%,5%,0%,1%
COc1ccc(OCC(=O)N/N=C/C=C/c2ccccc2)cc1,4%,i,0.3,-1.1%,-0.8,79,17%,6%,13%,4%,-8%
CCCCc1ccc(NC(=O)CN2NS(=O)(=O)c3ccccc3C2=O)cc1,8%,i,3.1,0.7%,4.0,86,-5%,-1%,-7%,-2%,-3%

Continued; it opens with the three that closed the last part.
SMILES,PhoP inhibition,Myeloid diff 2,Myeloid diff 2 GFP+ MAC1+ %,HIV peptide binding,NTR1 ag,NTR1 ag cell count 20 µM,GPR55 LPI antagonism,Siah-1 displacement,MgcRacGAP inhibition,LYP inhibition,GPR35 antagonists
Cc1ccc(S(=O)(=O)N(C)c2ccc(OCC(=O)NCc3ccco3)cc2)cc1,9%,i,1.5,-2.3%,0.3,90,-2%,3%,5%,0%,1%
COc1ccc(OCC(=O)N/N=C/C=C/c2ccccc2)cc1,4%,i,0.3,-1.1%,-0.8,79,17%,6%,13%,4%,-8%
CCCCc1ccc(NC(=O)CN2NS(=O)(=O)c3ccccc3C2=O)cc1,8%,i,3.1,0.7%,4.0,86,-5%,-1%,-7%,-2%,-3%
O=C(NCc1cccnc1)Nc1ccccc1C(F)(F)F,-1%,i,0.3,0.4%,0.4,37,-14%,8%,6%,-7%,-4%
FC(F)(F)c1nc2ccccc2nc1N/N=C/c1ccc(Cl)cc1,-6%,i,0.9,-6.6%,7.5,55,6%,10%,-3%,2%,1%
c1ccc(CSc2nnc(Cc3ccccc3)o2)cc1,-1%,i,1.1,0.7%,-0.8,63,0%,0%,2%,-5%,3%
CCc1nnc(NC(=O)c2ccc(Cl)c(S(=O)(=O)N3CCc4ccccc43)c2)s1,-5%,i,1.0,6.3%,3.6,66,-5%,-1%,9%,0%,3%
Cc1ccc(S(=O)(=O)NC(C)(C)C)cc1C(=O)OCC(=O)N1CCCC1=O,0%,i,1.3,x,0.1,52,x,x,6%,x,x
Clc1ccc(CNc2nc(CN3CCOCC3)nc3scc(-c4ccccc4)c23)cc1,14%,i,0.0,-1.1%,12,41,-2%,-10%,2%,9%,11%
CCC(=O)Nc1nnc(S(=O)(=O)N2CCc3ccccc32)s1,x,i,4.6,7.6%,-2.6,47,-8%,11%,5%,-10%,-8%
COCCCn1c(Cc2csc(Nc3ccccc3)n2)nnc1SCC(N)=O,-6%,i,1.6,3.3%,2.2,79,-2%,-2%,6%,6%,8%
FC(F)(F)c1cc(-c2ccccc2)nc(N2CCCCCC2)n1,-5%,i,0.7,2.3%,1.9,53,-5%,-3%,7%,-4%,2%
Cc1noc(C(=O)Nc2cc(Cl)ccc2O)c1Cl,5%,i,1.0,1.7%,-1.4,43,8%,15%,6%,-3%,-7%
N#Cc1ccccc1NC(=O)COc1c(Br)cc(Br)c2cccnc12,7%,i,0.2,12%,3.5,88,8%,12%,2%,1%,4%
Cc1ccc(Cn2c(C)nc3c(c2=O)c2nc4ccccc4nc2n3Cc2ccco2)cc1,-16%,i,4.6,16%,7.2,61,12%,0%,u,22%,2%
COc1ccc(C2(c3ccc(OC)cc3)NC(=O)N(CC(=O)N(C)C)C2=O)cc1,-2%,i,7.0,-0.4%,0.2,59,7%,0%,9%,-6%,-11%
CCOC(=O)C1CCCN(C(=O)c2sc3nc(-c4ccc(F)cc4)cn3c2C)C1 (centres undefined),2%,i,0.5,-1.8%,2.1,85,1%,-7%,9%,-5%,8%
CC(C)C(=O)N1CCC2(CC1)Oc1ccc(F)cc1C(=O)C21CC(c2ccc(Cl)cc2)=NO1 (centres undefined),4%,i,2.3,-1.8%,0.6,89,7%,3%,7%,2%,-10%
CCOC(=O)CNC(=O)c1nn(-c2cccc(OC)c2)c(=O)c2ccccc12,8%,i,0.7,-0.5%,-0.7,46,-4%,0%,10%,-6%,0%
CC(C)c1ccc(Nc2nnns2)cc1,-1%,i,1.0,-1.1%,1.0,37,11%,2%,17%,-3%,-3%
COc1cc(Cn2cnnn2)ccc1O,-14%,i,0.8,-0.2%,0.1,39,-1%,1%,u,-4%,3%
Cc1ccc(NC(=O)c2cc(-c3ccccc3)n[nH]2)cc1,4%,i,0.1,1.4%,-1.2,60,6%,9%,8%,-8%,-6%
CC(=O)c1ccc(NC(=S)NCCCn2ccnc2)cc1,-1%,x,x,1.2%,0.9,55,17%,8%,-1%,-6%,0%
Cc1cccc(NNC(=O)c2c(F)cccc2Cl)c1,-7%,i,0.6,0.0%,-0.6,44,2%,0%,7%,2%,16%
C=CCn1c(SCC(=O)NCc2ccccc2)nnc1-c1cc(Br)ccc1O,-5%,i,0.9,-4.8%,-1.1,76,4%,1%,20%,-3%,-1%
